Diaphorase act = diaphorase activation or chemical reduction counter-screen; Diaphorase/resazurin coupled assay, resorufin fluorescence, 16 min; hits give high values; 1 = vehicle wells, 0 = NADH-free wells; activation factor at 20 µM; actives 0.005% (n = 190,000); AID 1229;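 active = diaphorase activity raised at least twofold by the compound at 20 µM; inactive = activation factor below 2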
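Material: Purified diaphorase enzyme from Clostridium kluyveri | Buffer or medium: 50 mM HEPES pH 7.4 with 4.542 mM MgCl2, 0.005% Tween 20 | Times: 16 min enzyme reaction, ambient temperature | Signal: Red resorufin fluorescence at 544/590 nm excitation/emission | Measure: Increased resorufin signal from activators or reducing compounds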
PMI act satM6P = PMI (human) activation, high substrate. P34949. coupled PMI enzyme assay, resazurin fluorescence, 20 min; hits give high values; 1 = untreated enzyme, 0 = substrate-free blank. activation factor at 20 µM. actives 0.34% (n = 190,000). AID 1216;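 active = activation factor of 2 or more at 20 µM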
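assay system = human phosphomannose isomerase with PGI, G6PDH, diaphorase coupling enzymes | quantity = 15 ng/mL PMI | incubation = enzyme reaction with compound 20 min at room temperature | medium = HEPES pH 7.4 buffer with MgCl2 and Tween-20 | compound dosing = one concentration, 20 µM, in 1% DMSO | measured by = Diaphorase-driven resazurin-to-resorufin fluorescence, excitation 544, emission 590 nm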
L major viab = Leishmania major promastigote growth inhibition; Leishmania major promastigotes, resazurin fluorescence viability; inhibition, % at 10 µM; actives 9% (n = 200,000);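 note: promastigotes grown with compound for 44 hours at 28 °C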
S1P3 antagonist = S1P3 (human) receptor antagonism; Q99500; CHO S1P3 NFAT-BLA reporter, FRET fluorescence, antagonist mode; inhibition, % at 4.98 µM; actives 0.27% (n = 170,000); AID 485;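 active = inhibition above the plate cutoff, the mean inhibition of test wells on that plate plus 3 SD, cut at about 28% in these data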;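 note: cells challenged with S1P at its EC80 of 0.8 µM; blue over green emission ratio from cleaved BLA substrate after 4 h stimulation; 0% = S1P-stimulated wells and 100% = unstimulated DMSO-only wells; some compounds past the cut are filed as inactive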
Diaphorase inh = inhibits diaphorase or chemically oxidizes, flagging diaphorase assay artifacts | actives 0.69% (n = 190,000) | AID 1217 | inhibition, % at 20 µM | diaphorase resazurin-to-resorufin fluorescence, NADH, 16 min; bacterial (C. kluyveri) enzyme, not human;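 active = primary screen inhibition at 20 µM above a set limit, cut at about 50% in these data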;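 note: plate controls were DMSO with full reaction for no effect and wells lacking NADH for full effect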
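controls = No-NADH positive control and DMSO neutral control | system = Clostridium kluyveri diaphorase enzyme | timing = reaction incubation of 16 min at room temperature | signal = resorufin fluorescence 544/590 nm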
PMI activator = increases human mannose-6-phosphate isomerase activity | purified human PMI, coupled resazurin fluorescence, 20 min; hits give high values; 1 = vehicle control, 0 substrate-free wells | activation factor at 20 µM | actives 0.005% (n = 190,000);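 active = activation factor of 2 or more at 20 µM, relative to plate controls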
TLR4 MyD88 comp = inhibitors of human TLR4-MyD88 binding | O00206+Q99836 | HeLa CL3-4 TLR4/MyD88 BLA complementation, FRET ratio | inhibition, % at 8.4 µM | actives 0.18% (n = 200,000) | AID 861; in the data active = inhibition above about 25%;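 note: 0% = vehicle and 100% = reference inhibitor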
Target sequence (O00206 whole entry, looked up): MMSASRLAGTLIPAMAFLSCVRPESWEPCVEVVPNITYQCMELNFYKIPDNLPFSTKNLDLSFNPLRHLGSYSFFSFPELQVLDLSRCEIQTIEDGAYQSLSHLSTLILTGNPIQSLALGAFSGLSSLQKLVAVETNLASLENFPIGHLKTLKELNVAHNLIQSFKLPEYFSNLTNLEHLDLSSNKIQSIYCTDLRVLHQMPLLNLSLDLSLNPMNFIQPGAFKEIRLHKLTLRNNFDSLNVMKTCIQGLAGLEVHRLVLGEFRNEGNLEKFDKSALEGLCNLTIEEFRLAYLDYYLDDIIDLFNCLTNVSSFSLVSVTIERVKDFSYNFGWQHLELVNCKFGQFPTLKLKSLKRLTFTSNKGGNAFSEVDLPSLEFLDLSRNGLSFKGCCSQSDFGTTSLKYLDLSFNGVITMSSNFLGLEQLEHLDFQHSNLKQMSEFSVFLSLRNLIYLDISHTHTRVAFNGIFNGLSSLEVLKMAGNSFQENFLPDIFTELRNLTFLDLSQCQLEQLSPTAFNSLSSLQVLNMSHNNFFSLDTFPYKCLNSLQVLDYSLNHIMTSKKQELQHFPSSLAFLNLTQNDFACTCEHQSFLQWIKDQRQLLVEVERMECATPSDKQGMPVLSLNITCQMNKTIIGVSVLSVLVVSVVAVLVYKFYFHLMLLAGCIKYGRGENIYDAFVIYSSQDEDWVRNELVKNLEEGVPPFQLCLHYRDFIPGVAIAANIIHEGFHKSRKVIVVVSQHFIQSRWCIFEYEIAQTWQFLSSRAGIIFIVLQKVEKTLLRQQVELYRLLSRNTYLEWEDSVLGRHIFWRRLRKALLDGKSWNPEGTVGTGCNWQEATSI
Target sequence (Q99836 whole entry, looked up): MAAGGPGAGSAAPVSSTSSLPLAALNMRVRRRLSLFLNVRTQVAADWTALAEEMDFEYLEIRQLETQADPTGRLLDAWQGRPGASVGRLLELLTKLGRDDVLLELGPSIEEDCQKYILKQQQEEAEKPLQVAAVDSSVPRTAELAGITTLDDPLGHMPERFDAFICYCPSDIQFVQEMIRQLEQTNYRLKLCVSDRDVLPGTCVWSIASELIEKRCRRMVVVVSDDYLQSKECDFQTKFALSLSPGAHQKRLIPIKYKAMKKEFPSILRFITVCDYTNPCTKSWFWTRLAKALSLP
DTT redox prof = compounds producing H2O2 with reducing agent – biochemical, NIH compound library profiling, artefact control for MLSCN library redox annotation, primary screen; actives 0.03% (n = 200,000); DTT-dependent redox cycling H2O2, phenol red/HRP absorbance; 100% = 100 µM peroxide control, 0% = buffer; AID 878; activation, % at 10 µM;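 active = activation of at least 50% relative to the plate's high and low controls in the primary single-dose screen; inactive = activation below 50%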;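 note: compound incubated with DTT at 0.8 mM final as the reducing agent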
RAM inhibit = blocks the yeast RAM network; S. cerevisiae dse1pr::URA3 reporter, 5-FOA growth OD615, 2 d; analog-sensitive cbk1-as2 kinase mutant strain; actives 1.8% (n = 190,000); inhibition, % at 50 µM; AID 868;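 active = inhibition above a set limit, 3 SD over mean compound inhibition, cut at about 8.4% in these data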;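 note: 0% = DMSO-only wells with no growth and 100% = 10 µM 1-NA-PP1 full growth; inhibition rescues growth on 5-FOA so higher OD means more RAM inhibition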
Hsp70 act = Hsp70 transcriptional activation, primary screen. HeLa Hsp70 promoter luciferase reporter, luminescence; scaled: vehicle 0, proteasome-inhibitor control 100%. activation, % at 10 µM. actives 0.04% (n = 200,000). AID 1203;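 active = activation above the mean across all tested compounds plus 3 SD, cutoff set per campaign, cut at about 5.5% in these data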;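 note: 100% = MG132 at 30 µM as the positive control and 0% = DMSO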
G6PDH CS = L. mesenteroides G6PDH inhibition counter-screen; Purified L. mesenteroides G6PDH, diaphorase/resazurin coupled fluorescence, 45 min; inhibition, % at 5 µM; actives 0.12% (n = 200,000)
Numbers without * were called inactive; · = not tested or not shown. Cut-off read from the data, not from the text of the source, unless noted: active = inhibition above about 50%; inactive = the rest.

SMILES,RAM inhibit,G6PDH CS,Diaphorase inh,S1P3 antagonist,DTT redox prof,TLR4 MyD88 comp,PMI activator,PMI act satM6P,Hsp70 act,Diaphorase act,L major viab
Cc1cc(C)c2c(c1)/C(=N/NC(=O)c1cc(C)oc1C)CCC2,1.2,-8,8,-22,0.1,3,1,1,-0.5,0.9,9
COc1cc(OC)cc(C(=O)NC(=S)NNC(=O)Cc2cccs2)c1,2.8,-8,16,-5,0.3,7,1,1.2,-0.1,0.8,-3
O=C(O)CNC(=O)c1ccc(S(=O)(=O)N2CCOCC2)cc1,-0.6,2,10,·,0.1,2,1,1,-0.4,0.9,-3
CSc1cccc(NC(=O)CN(C2CCCCC2)S(C)(=O)=O)c1,0.9,-2,11,16,1.1,-11,0.9,0.9,-0.3,0.9,15
Cc1ccc(C2=NN(CC(=O)NCc3ccccn3)C(=O)CC2)cc1,2.9,5,7,0,0.4,3,0.9,0.9,-0.3,0.9,-3
Cc1cc(C)c(Cn2cnc(-c3ccc([N+](=O)[O-])cc3)c2)c(C)c1,3.4,6,18,·,-4.6,-16,0.8,0.8,-0.1,0.8,1
CCOc1ccc(NCc2nc3ccccc3n2CCOc2ccccc2)cc1,-0.1,9,8,-13,-0.6,-3,0.9,0.7,-0.1,0.9,72*
Cc1ccc(C(=O)O)cc1NC(=O)CN1C(=O)C2C3c4ccccc4C(Br)(c4ccccc43)C2C1=O (stereo not drawn),1.0,-2,7,3,-0.3,-6,1.1,0.9,0.0,0.9,-10
CC(C)(C)C1=Nn2c(nnc2-c2ccccn2)SC1,-0.5,1,-9,·,1.6,6,1.1,1.2,-0.3,1.1,-4
O=c1nc(-c2ccccc2)c2cc(Cl)ccc2[nH]1,1.2,6,14,-35,1.2,0,1,1,-0.4,0.9,-6
CCCCc1cc(=O)oc2cc(OCC(=O)N3CCc4ccccc43)ccc12,2.9,4,4,·,0.9,-4,1.1,1.1,-0.4,1,1
CC(NC(=O)c1ccco1)C(c1cccs1)N1CCN(c2ccc(F)cc2)CC1 (stereo not drawn),2.5,3,9,-13,1.4,7,1,1,0.0,0.9,39

Following part:
SMILES,RAM inhibit,G6PDH CS,Diaphorase inh,S1P3 antagonist,DTT redox prof,TLR4 MyD88 comp,PMI activator,PMI act satM6P,Hsp70 act,Diaphorase act,L major viab
O=C(C1CCCO1)N1CCN(S(=O)(=O)c2ccccc2)CC1 (stereo not drawn),1.6,1,9,-9,0.7,12,1,0.9,0.1,0.9,4
C=CCN(CC=C)C(=O)COC(=O)c1n[nH]c2ccccc12,2.3,-5,-4,-11,-1.2,3,1.2,1.1,-0.3,1,2
CCC(C)(C)NC(=O)C(c1ccncc1)N(Cc1cccs1)C(=O)Cn1nnc2ccccc21 (stereo not drawn),0.7,4,3,-1,-2.2,19,1.1,1,-0.1,1,-4
COC(=O)C(C)n1nnc2sc(-c3ccccc3)cc2c1=O (stereo not drawn),3.1,3,14,5,0.4,7,1.1,1,-0.1,0.9,-6
CCOC(=O)Cc1cnc(NC(=O)c2ccccc2)s1,0.8,6,-2,-4,0.1,-7,1,1.1,0.1,1,-4
Cc1cc(NC(=O)CCC(=O)N(c2ccccc2)C2(C(=O)NC3CCCCC3)CCCC2)no1,4.3,-1,18,-18,1.9,-6,1,1.1,-0.1,0.8,-1
Cc1ccc(S(=O)(=O)N(CC(=O)Nc2cccc([N+](=O)[O-])c2)Cc2ccc(Cl)cc2)cc1,8.4,-22,16,-1,0.3,11,0.8,0.9,0.2,0.8,35
Cc1ccc(CNc2ncnc3cc(Cl)ccc23)o1,1.7,2,6,·,-2.4,-5,1,1,-0.1,0.9,26
O=C(NC1CCCCC1)c1cc(Cl)ccc1[N+](=O)[O-],0.2,7,-2,-1,0.3,-21,1.1,1.1,-0.3,1,-5
c1ccc2c(CN3CCCCC3)csc2c1,0.4,1,8,6,-0.2,-6,1.1,1,-0.2,0.9,-4
Cc1ccc(COc2ccc(/C=N/NC(=O)CN3CCCCC3)cc2)cc1,0.5,7,1,-10,0.1,10,1,1,-0.1,1,6
COc1ccc([N+](=O)[O-])cc1N(CC(=O)NCCSc1ccccc1)S(C)(=O)=O,0.1,9,11,0,-1.7,-6,0.9,1,-0.3,0.9,6

Further results.
SMILES,RAM inhibit,G6PDH CS,Diaphorase inh,S1P3 antagonist,DTT redox prof,TLR4 MyD88 comp,PMI activator,PMI act satM6P,Hsp70 act,Diaphorase act,L major viab
Cc1ccccc1NC(=S)N(Cc1ccco1)C(C)c1ccccn1 (stereo not drawn),0.9,3,0,10,1.0,9,0.9,1,0.0,1,4
COCCNS(=O)(=O)c1cc(OC)ccc1OC,0.9,16,3,-10,4.5,-23,0.9,0.9,0.1,1,-4
CC(C)N1CCc2c(sc(NC(=O)CN3C(=O)c4ccccc4C3=O)c2C(N)=O)C1,1.6,6,10,-7,-0.6,-27,1,1,0.6,0.9,-3
Cc1ccccc1-n1c(Cn2c(=O)sc3ccccc32)nnc1SCC(=O)N1CCCC1,3.5,16,11,-10,-0.3,13,0.9,1,-0.3,0.9,-5
O=c1oc2c(CN3CCCCC3)c(O)ccc2c2c1CCCCC2,-0.8,18,-4,·,-0.6,2,1.1,1,-0.2,1,-6
O=C(C/C(=N\NC(=O)c1ccccc1Br)C(F)(F)F)c1cccs1,4.8,3,8,-2,0.0,-5,1,0.9,-0.4,0.9,-4
O=C(NCCc1ccccc1)Nc1ccc(Cl)cc1,2.2,-1,-5,-3,-0.8,13,1.1,1.2,-0.3,1,9
COc1c(F)c(F)c(C(=O)Nc2ccc(NC(=O)c3ccco3)cc2)c(F)c1F,4.8,2,-2,10,0.2,13,1,1,-0.3,1,64*
CN(C)c1cccc(-c2nnc(SCCCC#N)o2)c1,1.1,2,6,-9,2.1,2,1,0.9,0.5,0.9,0
COc1ccc(-n2c(C)cc(/C=C3\SC(=S)NC3=O)c2C)cc1,4.9,12,16,-8,-1.2,2,0.9,0.8,0.3,0.8,3
CCc1cccc(C)c1NC(=O)CSc1nc2ccc(N3C(=O)c4ccccc4C3=O)cc2s1,0.6,9,12,·,-4.2,-4,0.9,1,0.3,0.9,-3
Cc1ccc(C2CC(C(F)(F)F)n3ncc(C(=O)NCc4ccco4)c3N2)cc1 (stereo not drawn),2.7,19,20,14,-0.6,-4,-0.1,1,0.1,0.8,5

(list continues)
SMILES,RAM inhibit,G6PDH CS,Diaphorase inh,S1P3 antagonist,DTT redox prof,TLR4 MyD88 comp,PMI activator,PMI act satM6P,Hsp70 act,Diaphorase act,L major viab
CCCCNC(=S)N(C)/N=C/c1c(F)c(F)c(F)c(F)c1F,6.0,-5,11,-14,-0.4,7,1,1,-0.5,0.9,-2
O=C(NCc1ccccn1)c1cc(-n2cnnc2)ccc1Cl,-1.2,22,5,-12,0.4,20,0.9,0.9,-0.4,0.9,3
C=CCOc1c2ccc(C(=O)NCc3ccc(C)cc3)cc2nn1C,1.1,14,0,·,-5.2,7,0.9,1,-0.6,1,-1
CCOC(=O)c1c(C(C)(C)C)oc2ccc(OCC#N)cc12,0.7,0,30,-17,0.9,1,1,0.9,0.7,0.7,3
Cc1cc(C)c2nc(-n3nc(C)cc3N)cc(C)c2c1,1.7,-4,5,-7,-0.2,-11,1,1,0.0,0.9,-4
Cc1ccc(/C=C2\Oc3c(ccc(O)c3CN3CCN(C)CC3)C2=O)cc1,0.0,1,4,-4,-0.2,12,1,1,-0.3,1,24
COc1ccc(C(=O)N=c2c(C#N)cc3c(=O)n4cccc(C)c4nc3n2Cc2ccco2)cc1,3.5,9,36,·,2.0,-5,1.1,1.3,0.0,0.6,22
O=[N+]([O-])c1ccc(N2CCN(CC(O)COc3ccccc3)CC2)cc1 (stereo not drawn),1.2,19,-2,-7,0.0,5,1,0.9,-0.3,1,32
CC(=O)Nc1ccc(C(=O)N2CCN(C(=O)c3ccco3)CC2)cc1,1.3,-5,-3,-23,0.0,-7,1,1.1,0.0,1,-5
CCOC(=O)CNC(=O)c1ccc(C)cc1,0.7,0,15,·,0.0,7,0.9,0.9,-0.2,0.8,-6
O=C1CC(Cc2ccccc2)C(=O)N1CCCn1ccnc1 (stereo not drawn),-0.8,-3,24,·,4.3,1,0.8,0.8,0.3,0.8,99*
CCC(C(=O)OCC(=O)Nc1c(Cl)cc(Cl)cc1Cl)c1ccccc1 (stereo not drawn),12*,11,15,-14,0.6,-8,0.8,0.8,-0.3,0.9,-3

Results in PMI act satM6P, G6PDH CS and S1P3 antagonist (two entries from above):
SMILES | PMI act satM6P | G6PDH CS | S1P3 antagonist
O=C(NCc1ccccn1)c1cc(-n2cnnc2)ccc1Cl | 0.9 | 22 | -12
C=CCOc1c2ccc(C(=O)NCc3ccc(C)cc3)cc2nn1C | 1 | 14 | ·

Next part
SMILES,RAM inhibit,G6PDH CS,Diaphorase inh,S1P3 antagonist,DTT redox prof,TLR4 MyD88 comp,PMI activator,PMI act satM6P,Hsp70 act,Diaphorase act,L major viab
O=C(CCCn1c(=S)[nH]c2cc3c(cc2c1=O)OCO3)N1CCN(c2ccccc2)CC1,3.3,7,25,·,-6.7,1,1,1,0.0,0.8,-1
Cc1cc(C)c(NC(=O)CCCSc2nnc(N)s2)c(C)c1,2.7,2,8,4,-0.6,-26,1,1,-0.4,0.9,-7
CCN(Cc1ccccc1)C(=O)CCc1nnc(CCCc2ccccc2)o1,0.9,0,10,-7,-0.8,3,0.9,1,0.0,0.9,5
C[C@]1(C(=O)NCCc2c[nH]c3ccccc23)C=C[C@@H](Cc2ccccc2)N1C(=O)c1ccccc1,2.3,8,6,-8,0.4,-1,1.1,1,-0.3,0.9,32
CC(C)CC(=O)c1c[nH]c(C(=O)NCCc2ccccn2)c1,-0.4,-6,13,·,1.8,-11,0.9,0.9,-0.1,0.9,-2
COc1ccc2[nH]c(-c3ccc(C)cc3)cc(=O)c2c1,1.5,1,12,-2,0.1,3,1.3,1.2,-0.3,0.9,2
CCCN1C2=NCCCN2c2ccccc21,2.7,12,-3,·,0.7,-6,1,1,0.2,1,-4
NC(=O)CC[C@H](NC(=O)OCc1ccccc1)C(=O)OCc1ccc(Cl)cc1,2.8,3,10,-6,0.0,17,0.9,0.9,-0.3,0.9,21
COc1ccccc1C1(CC(=O)Nc2nccs2)CCOC(C(C)C)C1 (stereo not drawn),-0.9,-6,21,·,-2.6,-1,0.9,1,-0.3,0.8,85*

Compounds were not picked by outcome; any-hit rate near 12%.
